Screening data as filed in PubChem.
PTHR1 agonist – PTHR1 (human) receptor agonism; HEK293 GP2 PTHR1 cells, GloSensor cAMP luminescence, 1 h; Potency, µM (doses to about 115 µM), for inactives: at the highest dose activation, hits mostly activators; actives 0.075% (n = 410,000); AID 743266; note: potency is the fitted concentration of half-maximal effect; nearly all actives have a fitted effect of over 55% in size; some results filed as inactive show a strong effect at the top dose; inactives centre near -15; many of its hits are not listed in these tables
Target sequence (Q03431 whole entry, looked up): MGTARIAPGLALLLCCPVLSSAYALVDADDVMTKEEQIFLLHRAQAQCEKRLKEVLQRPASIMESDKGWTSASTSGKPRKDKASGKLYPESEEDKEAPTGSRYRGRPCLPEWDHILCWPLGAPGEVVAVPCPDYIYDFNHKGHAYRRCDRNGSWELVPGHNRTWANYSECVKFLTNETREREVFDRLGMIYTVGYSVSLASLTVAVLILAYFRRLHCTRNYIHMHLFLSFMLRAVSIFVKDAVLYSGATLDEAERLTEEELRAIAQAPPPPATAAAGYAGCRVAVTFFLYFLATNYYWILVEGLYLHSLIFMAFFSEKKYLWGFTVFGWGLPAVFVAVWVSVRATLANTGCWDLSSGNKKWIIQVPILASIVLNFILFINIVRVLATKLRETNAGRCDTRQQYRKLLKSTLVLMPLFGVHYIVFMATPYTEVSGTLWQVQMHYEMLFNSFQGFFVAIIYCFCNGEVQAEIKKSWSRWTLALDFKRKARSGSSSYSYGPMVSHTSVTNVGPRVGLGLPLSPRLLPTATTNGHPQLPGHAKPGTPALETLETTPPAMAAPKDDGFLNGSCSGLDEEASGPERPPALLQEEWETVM
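HEK-293-derived GP2 cells expressing PTHR1 and a GloSensor cAMP reporter, 3,000/well, plated overnight, given luciferin plus IBMX (each 0.5 mM as added) for 1 h at 37 °C, then compound for 1 h at 37 °C. Luminescence was read after 15 min at room temperature.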
FUS yeast rescue – FUS proteinopathy suppression in yeast; S. cerevisiae FUS-expressing, growth rescue, OD600, 24 h; AID 1347120; Potency, µM (doses to about 76.6 µM), without a hit: at the top dose growth rescue (activation), usual class: activators; actives 0.24% (n = 390,000);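 note: potency is the fitted concentration of half-maximal effect; plate controls were DMSO vehicle for no effect and reference control for full effect; nearly all actives have a fitted effect of over 55% in size; some results filed as inactive show a strong effect at the top dose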
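Yeast expressing FUS under galactose induction, OD 0.005 in 2% galactose medium; compounds in a dilution series, 24 h at 30C. Growth rescue by absorbance at 600 nm; CP55940 positive control, DMSO negative.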
GLP1R ag – agonists of human GLP-1 receptor | actives 0.007% (n = 380,000) | HEK293 GLP-1R CRE-luciferase, luminescence, 4-6 h; cells express a hypersensitive GLP-1R form | Potency, µM (doses to about 45.6 µM), without a hit: at the top dose activation, most hits filed as activators | AID 624172 | P43220; note: potency is the fitted concentration of half-maximal effect; % of control where 0% means no effect
Target sequence (P43220 whole entry, looked up): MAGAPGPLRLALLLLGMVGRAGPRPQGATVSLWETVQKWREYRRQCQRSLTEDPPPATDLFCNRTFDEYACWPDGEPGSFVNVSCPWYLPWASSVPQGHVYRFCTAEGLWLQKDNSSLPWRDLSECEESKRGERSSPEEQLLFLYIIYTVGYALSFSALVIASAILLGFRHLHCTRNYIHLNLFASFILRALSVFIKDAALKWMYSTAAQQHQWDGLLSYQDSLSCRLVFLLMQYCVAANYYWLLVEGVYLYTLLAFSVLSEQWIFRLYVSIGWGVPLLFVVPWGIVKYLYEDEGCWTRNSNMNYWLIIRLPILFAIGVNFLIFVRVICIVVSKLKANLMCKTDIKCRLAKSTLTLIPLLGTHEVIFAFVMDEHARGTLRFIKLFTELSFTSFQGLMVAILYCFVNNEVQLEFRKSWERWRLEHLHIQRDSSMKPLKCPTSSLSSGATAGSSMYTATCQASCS
GLP-1R inv ag – GLP-1 receptor (human) inverse agonism. HEK293 GLP-1R CRE-luciferase, luminescence, 24 h; GLP-1R form is constitutively active. Potency, µM (highest dose often 38.3 µM), for inactives: at the highest dose activity change, negative = inhibition, hits mostly inhibitors. actives 1.6% (n = 410,000); note: potency is the fitted concentration of half-maximal effect; % is set by controls: 0 for no effect and ±100 for the full control effect; nearly all actives have a fitted effect of over 55% in size
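Seeding at 200 cells/uL, 12 h culture, 24 hr compound treatment, then luciferase reagent and a luminescence read; cells are HEK293 stably expressing a constitutively active GLP-1R plus cAMP-responsive luciferase.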
Abeta rescue – A-beta toxicity reversal in yeast; Potency, µM (titrated, usually from 46.1 µM), without a hit: at the highest dose growth rescue, most hits filed as activators; actives 0.063% (n = 410,000); AID 1347071; yeast expressing A-beta42, growth rescue, OD600, 48 h; response scale: 0% DMSO, 100% iron-clioquinol control; note: potency is the fitted concentration of half-maximal effect; nearly all actives have a fitted effect of over 55% in size
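Yeast growth medium received pinned compounds, then yeast cells expressing toxic A-beta were added; plates incubated at 30 C for 48 hr. Growth read as absorbance at 600 nm, normalized to DMSO and equimolar FeCl3 plus clioquinol controls.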
TDP-43 yeast inh – inhibitors of TDP-43 toxicity in yeast; TDP-43 expressing yeast growth rescue, BacTiter-Glo, 24 h; Potency, µM (top dose mostly 46.1 µM), for the others: at the highest dose growth rescue (activation), most hits filed as activators; actives 1.8% (n = 410,000); note: potency is the fitted concentration of half-maximal effect; % of control where 0% means no effect; nearly all actives have a fitted effect of over 50% in size
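Yeast cells expressing TDP-43 under galactose induction are exposed to compounds for 24 hr at 30 deg C. BacTiter-Glo luminescence measures growth, so protective compounds score as activators.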
pAkt inh – blocks phosphorylation of Akt | Neuro2A IGF-stimulated pAkt S473 HTRF, 20 min; hits give low values | activity change, % for hits at 50 µM | actives 0.32% (n = 360,000) | AID 651550; in the data active = activity change below about -80%; inconclusive = mostly about -51% to -80%; note: % is set by controls: 0 for no effect and ±100 for the full control effect
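Neuro2A cells (4,500/well, DMEM with 0.5% FBS) were treated with compound at a single 50 µM final concentration, stimulated with 6 nM IGF for 20 min at 37 °C, and lysed. Phospho-Akt Ser473 was read by HTRF as 665/615 ratio ×10^4.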
DRD3 antagonist – antagonists of human D3 dopamine receptor; max response, negative = inhibition, %; actives 2.5% (n = 360,000); AID 652054; D3R cells, DiscoveRx beta-arrestin luminescence, antagonist mode; hits give low values; in the data active = max response below about -50%; inconclusive = no clear call, values can overlap the other calls; note: % is set by controls: 0 for no effect and ±100 for the full control effect; mostly tested at two doses, the higher about 12 µM
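Cells plated overnight at 1500 cells/well, then exposed to library compounds with dopamine controls for 90 minutes at 37 degrees C. DiscoveRx reagent added for 30–60 minutes at room temperature; luminescence read, quantitative HTS format.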
aSyn yeast inh – rescues yeast growth from alpha-synuclein toxicity. actives 0.14% (n = 370,000). AID 652106. Potency, µM (series often up to 46.1 µM), for the others: top-dose growth rescue (activation), hits mostly activators. Yeast expressing alpha-synuclein, growth rescue, BacTiter-Glo, 24 h; note: potency is the fitted concentration of half-maximal effect; % of control where 0% means no effect; nearly all actives have a fitted effect of over 65% in size
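Galactose-induced alpha-syn yeast (OD600=0.02, raffinose-pregrown) + pinned cpd, 24 hr, 30 deg C; growth by BacTiter-Glo luminescence. Growth restoration scores as activation.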
Active calls of the source: *; i = inactive; ? = inconclusive; . = not tested or not shown; & = joins results of further samples; [ ] = another dose, or the depositor's remark. Unless noted, calls come from the whole dose curve; as a rule, active = well fitted curve in the direction sought with a large enough effect; inconclusive = small, poorly fitted or top-dose-only effect, or another doubt; inactive = no such curve, though single readings can be large; an effect the other way counts as inactive or inconclusive.

SMILES	PTHR1 agonist	FUS yeast rescue	GLP1R ag	GLP-1R inv ag	Abeta rescue	TDP-43 yeast inh	pAkt inh	DRD3 antagonist	aSyn yeast inh
COc1ccc(N2CCN(S(=O)(=O)c3ccc4c(c3)NC(=O)C(C)C(=O)N4)CC2)cc1 (configuration not stated)	-26%	6%	3%	7%	-1%	23%	i	24	-5%
COc1cccc(-c2ccc(C#N)c(OC(=O)c3ccc(Cl)cc3)n2)c1	-9%[57.5 µM]	-8%	3%	0%	-13%	-27%	.	-22	-5%
CCN(C(=O)C1CCCN1S(=O)(=O)c1cccc2nsnc12)c1ccccc1 (configuration not stated)	-1%	-7%	10%	-5%	12%	6%	i	-5	0%
COc1cccc(Oc2coc3cc(OC(=O)N4CCOCC4)ccc3c2=O)c1	-25%	13%	8%	-27%	-7%	11%	i	7	-4%
CCc1nnc(NC(=O)CN2CCN(C3CCCCC3)CC2)s1	i	-2%	-8%	0%	3%	-14%	i	-14	3%
Cc1nc(/C(N)=N/OC(=O)Cc2ccccc2)no1	-10%	1%	5%	11%	-4%	-21%	i	-18	-3%
O=C(c1ccco1)N1CCN(C(=O)c2ccccc2NS(=O)(=O)c2ccc(F)cc2)CC1	-6%	3%	10%	11%	10%	-7%	i	-22	2%
O=[N+]([O-])c1nc2ccccc2[nH]1	0%	.	-2%	2%	-1%	26%	i	-17	7%
COc1cccc(/C(O)=C2/C(=O)C(=O)N(c3cc(C)on3)C2c2cccs2)c1 (configuration not stated)	-22%	13%	-1%	?	-6%	-11%	i	0	1%
CC/C=C\C/C=C\C/C=C\CCCCCCCC(=O)O	-15%	18%	0%&3%	2%	-7%	17%	i	21	0%
O=C(COC(=O)C1CC(=O)N(Cc2ccccc2)C1)c1ccc(F)cc1 (configuration not stated)	i	6%	0%	6%	-20%	0%	i	-14	-6%
CCc1ccccc1NC(=O)c1cnccn1	-14%	.	-1%	24%	16%	-2%	i	13	0%
O=S(=O)(NCCN1CCCC1)c1cccc2cccnc12	i	-9%	1%	-3%	12%	21%	i	?	-1%
CCc1nc(Nc2ccc(F)c(Cl)c2)c2c3c(sc2n1)CCCC3	-13%	-11%	12%	7%	0%	0%	.	.	1%
Cc1ccc(NCc2cccn2-c2nnc(N3CCCCCC3)s2)cc1	-18%	18%	-3%	?	-4%	30%	.	.	1%
Cc1csc(NC(=O)Nc2ccc(Cl)cc2)n1	-8%[57.5 µM]	16%	-13%	-27%	15%	4%	i	-1	-1%
CCc1ccc2c(CN(C)Cc3ccc(OC(F)F)c(OC)c3)cc(=O)oc2c1	-15%	25%	34%	?	0%	-8%	i	8	-1%
O=C(CN1C(=O)C2(SCC(=O)N2c2ccccc2)c2ccccc21)Nc1ccccc1C(F)(F)F (configuration not stated)	i	-10%	8%	1%	-12%	13%	.	.	-10%
CNc1ccccc1C(C)(C)c1cc(-c2cccc([N+](=O)[O-])c2)no1	-22%	13%	13%	?	11µM*	28%	i	-19	8%
O=C(c1ccc2c(c1)N(Cc1cccc(Cl)c1)C(=O)c1ccccc1S2=O)N1CCC(Cc2ccccc2)CC1 (configuration not stated)	i	?	.	2%	4%	-10%	.	.	.
Cn1cc2c(=O)n(/N=C/c3ccccc3)cnc2n1	i	-35%	5%	3%	-1%	11%	i	10	0%
COc1ccc2c(c1)CCc1c(C(=O)NCc3ccc(F)cc3)noc1-2	i	-24%	-4%	9%	-13%	-1%	i	11	0%
COc1ccc(S(=O)(=O)N2CCC(C(=O)NC3CCCC3)CC2)cc1C	-12%	9%	3%	0%	14%	-3%	i	3	0%
CC1CN(c2ncnc3c2c(-c2ccccc2)cn3-c2ccc(F)cc2)CC(C)O1 (configuration not stated)	-23%	35%	12%	4µM*	-4%	?	i	-92*	-16%
CCN(CC(=O)Nc1ccc(OC)cc1)C(=O)CCc1nc2ccccc2c(=O)[nH]1	-25%	10%	5%	10%	10%	8%	i	-9	-1%

3 compounds out of the list, ordered by count of non-hydrogen atoms, lowest first:
SMILES	PTHR1 agonist	FUS yeast rescue	GLP1R ag	GLP-1R inv ag	Abeta rescue	TDP-43 yeast inh	pAkt inh	DRD3 antagonist	aSyn yeast inh
Cc1ccc(NCc2cccn2-c2nnc(N3CCCCCC3)s2)cc1	-18%	18%	-3%	?	-4%	30%	.	.	1%
CC1CN(c2ncnc3c2c(-c2ccccc2)cn3-c2ccc(F)cc2)CC(C)O1 (configuration not stated)	-23%	35%	12%	4µM*	-4%	?	i	-92*	-16%
O=C(c1ccco1)N1CCN(C(=O)c2ccccc2NS(=O)(=O)c2ccc(F)cc2)CC1	-6%	3%	10%	11%	10%	-7%	i	-22	2%

Later entries
SMILES	PTHR1 agonist	FUS yeast rescue	GLP1R ag	GLP-1R inv ag	Abeta rescue	TDP-43 yeast inh	pAkt inh	DRD3 antagonist	aSyn yeast inh
Cc1nc2ccccc2c(=O)n1NC(=O)c1cccc(Cl)c1	-13%	17%	3%	8%	-71%[inhibitor]	?	i	-23	-6%
Cc1cc(C(=O)NCc2csc(-c3ccccc3)n2)no1	-3%	-5%	3%	18%	-7%	?	i	-7	1%
Cc1ccc(-c2nnc(SCC(=O)NC3CC3)n2N)cc1	i	-28%	-2%	15%	-16%	4%	i	1	-2%
Cc1noc(C)c1COc1ccc(C(=O)OCC(=O)Nc2c(C)n(C)n(-c3ccccc3)c2=O)cc1	i	-5%	2%	9%	4%	21%	i	8	5%
C=CCN1C(=O)/C(=C2/Sc3ccccc3N2C)SC1=Nc1c(C)n[nH]c1C	17%[57.5 µM]	22%	29%	47%[activator]	13%	15%	i	2	-11%
COC(=O)c1ccc2cc(OC)c(OC)cc2c1	0%	0%	21%	71%[activator]	-17%	0%	i	26	17%
CC(=O)Oc1ccc2c(=O)c(-c3nc4ccccc4s3)coc2c1	-12%	-5%	0%	-20%	-17%	-6%	i	8	11%
COc1ccc(Cl)cc1NC(=O)c1c(NCc2cccs2)sc2c1CCC(C)C2 (configuration not stated)	0%	28%	.	?	25%	27%	.	.	.
CC1(C)CC(=O)c2c(noc2-c2ccccc2)C1	i	?	11%	0%	-4%	-5%	i	-12	-1%
Cc1ccc(O)c(-c2n[nH]c3c2C(c2ccc(F)cc2)N(Cc2ccco2)C3=O)c1 (configuration not stated)	-59%[inhibitor]	?	.	?	?	20%	.	.	.
CCc1cc2c(SCC(=O)NC(=O)c3cccn3C)ncnc2s1	-1%	11%	9%	3%	-9%	-4%	i	8	4%
CC(C)=NNC(=O)c1c(O)c2ccccc2[nH]c1=O	i	-12%	-3%	-13%	?	-25%	i	0	9%
OCc1ccccc1O[C@@H]1O[C@H](CO)[C@@H](O)[C@H](O)[C@H]1O	10%	-20%	-2%	-3%	-28%	-19%	i	0	-1%
CN(CC(=O)Nc1ccccc1Br)C(=O)CCSc1ccc(F)cc1	-41%[inhibitor]	6%	6%	?	15%	14µM*	i	11	12%
COc1ccc(/C(N)=N/OC(=O)c2ccco2)cc1	-45%[inhibitor]	3%	-4%	-19%	-24%	18µM*	i	11	-17%
CCc1nc2c(OCCOc3ccc(F)cc3)cccn2c1N(C)C(=O)c1ccc(C)cc1	-24%	19%	-4%	-4%	2%	-10%	i	0	13%
Cc1ccc(CSc2nnc(CC(=O)Nc3ccc(C)cc3)n2C)cc1	-30%[inhibitor]	8%	6%	-1%	9%	-16%	i	-6	7%
O=C(NNC1=NC2(CCCC2)Cc2ccccc21)c1cccnc1	-8%	14%	1%	34%[activator]	-14%	-30%	i	4	-6%
COc1cccc(Nc2nc3ccccc3n3nnnc23)c1	18%	74%	14%	50%[activator]	14%	10%	i	-11	0%
Cc1ccc(C(=O)CSc2nnc(-c3ccco3)o2)o1	i	3%	4%	59%[activator]	2%	-7%	i	-14	-1%
O=C(CSc1nc2[nH]ncc2c(=O)[nH]1)NCc1ccccc1	i	.	1%	4%	-12%	-17%	i	-59*	-4%
Cc1cc(=O)oc2cc(Oc3ncccn3)ccc12	-2%[57.5 µM]	16%	6%	13%	16%	-10%	i	16	5%
COc1ccccc1CN1CC(C(=O)NCCc2ccc(Cl)cc2)CC1=O (configuration not stated)	i	0%	7%	?	4%	?	i	-12	3%
COc1ccc(CCn2c(C)c(C(C)=O)c3cc(OC(=O)c4ccco4)ccc32)cc1OC	-3%[57.5 µM]	11%	15%	12%	3%	-19%	i	-4	1%
Cc1ccc(NC(=O)c2cccc(S(=O)(=O)N3CCN(c4ccc(F)cc4)CC3)c2)nc1	-2%	13%	-6%	?	14%	8%	i	0	8%

Continuation:
SMILES	PTHR1 agonist	FUS yeast rescue	GLP1R ag	GLP-1R inv ag	Abeta rescue	TDP-43 yeast inh	pAkt inh	DRD3 antagonist	aSyn yeast inh
CCOC(=O)c1[nH]c(C)c(C(=O)NC2CCCC2)c1C	-15%	-12%	1%	12%	0%	16%	i	11	-1%
COc1ccc(-c2[nH]ncc2N=Nc2cc(C)cc(C)c2)cc1	i	2%	?	?	-1%	?	i	3	5%
Cc1ccc(CCNC(=O)C2CCC(=O)N(Cc3cccc(F)c3)C2)cc1 (configuration not stated)	i	.	?	7%	10%	22%	i	10	3%
CCN(c1ccccc1)S(=O)(=O)c1ccc(NC(=O)c2cc(=O)c3ccccc3o2)cc1	-20%	7%	.	-1%	-9%	1%	.	.	.
CCOCCCN(C(=O)c1ccco1)C(C(=O)NC1CCCC1)c1cccc(OC)c1OC (configuration not stated)	i	.	-3%	-16%	-11%	-13%	i	8	6%
COc1cc(C)ccc1OCc1cc(C(=O)N(C)CCCN2CCOCC2)no1	-85%[inhibitor]	3%	-5%	17%	-9%	5%	i	-30	-2%
COCC(=O)N1CCCc2ccccc21	?	19%	5%	-10%	-16%	-6%	i	-18	0%
O=C(O)CCc1ccc(-c2ccc(Cl)cc2)n1Cc1ccco1	i	4%	0%	4%	-13%	?	i	4	-9%

A portion of the library; the hit share may differ from the screen's.
